# APJ antag: blocks the human apelin receptor APJ; P35414; CHO-K1 APJ beta-arrestin complementation, luminescence; inhibition, % at 20 µM; 0.32% of 330,000 active;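 active = inhibition above about 40% at 20 µM, limit read from the data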;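 also: cells challenged with 10 nM apelin-13 agonist together with compound; plate controls were apelin-13 plus DMSO wells for no effect and DMSO wells lacking apelin-13 for full effect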
# Mdm2 MdmX PPI: disrupts the human Mdm2-MdmX interaction | O15151+Q00987 | AID 485346 | 3% of 330,000 active | SaOS-2 split-luciferase Mdm2/MdmX complementation, luminescence | inhibition, % at 8 µM;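 active = inhibition of at least 50% at 8 µM in the primary screen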
# Target sequence (O15151 whole entry, looked up): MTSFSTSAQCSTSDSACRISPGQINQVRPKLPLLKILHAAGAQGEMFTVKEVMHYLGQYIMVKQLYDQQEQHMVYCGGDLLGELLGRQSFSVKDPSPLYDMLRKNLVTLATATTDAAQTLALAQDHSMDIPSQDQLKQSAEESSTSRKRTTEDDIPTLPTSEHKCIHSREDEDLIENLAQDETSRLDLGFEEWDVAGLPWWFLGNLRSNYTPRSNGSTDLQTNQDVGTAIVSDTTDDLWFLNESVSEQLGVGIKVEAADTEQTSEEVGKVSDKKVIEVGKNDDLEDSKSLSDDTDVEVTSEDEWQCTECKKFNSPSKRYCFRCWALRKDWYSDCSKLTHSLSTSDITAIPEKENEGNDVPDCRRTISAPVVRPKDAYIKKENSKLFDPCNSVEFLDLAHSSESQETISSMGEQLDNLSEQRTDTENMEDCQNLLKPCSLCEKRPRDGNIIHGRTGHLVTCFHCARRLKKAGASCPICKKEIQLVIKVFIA
# Target sequence (Q00987 whole entry, looked up): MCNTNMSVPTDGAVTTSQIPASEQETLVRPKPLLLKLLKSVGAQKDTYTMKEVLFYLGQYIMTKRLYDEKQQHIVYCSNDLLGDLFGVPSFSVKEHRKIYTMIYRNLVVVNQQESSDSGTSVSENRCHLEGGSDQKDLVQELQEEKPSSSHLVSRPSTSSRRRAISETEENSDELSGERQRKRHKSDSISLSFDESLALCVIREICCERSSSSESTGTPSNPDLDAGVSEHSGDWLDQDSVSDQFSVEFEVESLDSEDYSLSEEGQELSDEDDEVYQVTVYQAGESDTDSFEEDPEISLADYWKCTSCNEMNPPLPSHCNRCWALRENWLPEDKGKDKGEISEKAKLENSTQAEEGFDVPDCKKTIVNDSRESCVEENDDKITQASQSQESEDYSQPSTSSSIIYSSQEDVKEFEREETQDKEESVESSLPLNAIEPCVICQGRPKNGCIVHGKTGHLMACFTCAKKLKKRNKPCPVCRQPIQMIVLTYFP
# UPR CHOP act: apoptotic UPR (CHOP) activation. 0.34% of 330,000 active. AID 449763. activation, % at 10 µM. CHO-CHOP luciferase reporter, luminescence; percent of tunicamycin response over DMSO baseline;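 active = at 10 µM dose, activation of 40% or more, normalized to positive control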;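 also: 100% = tunicamycin at 10 µg/mL and 0% = DMSO alone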
#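 Assay system: CHO-CHOP cells, stable luciferase reporter of PERK-eIF2a-CHOP signalling / Buffer or medium: F12 plus 10% serum / Compound dosing: one dose, 10 µM in 0.5% DMSO / Times: 6 h compound treatment, 37 °C / Technique: luciferase luminescence / Read-out: % reporter activation, DMSO baseline versus tunicamycin full activation / Benchmarks: tunicamycin and DMSO controls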
# tim23-1 inh: tim23-1 yeast growth inhibition; 1.3% of 330,000 active; S. cerevisiae tim23-1 growth, BacTiter-Glo luminescence, 24 h; inhibition, % at 20 µM;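 active = growth inhibition of the mutant yeast at or above 50%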;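 also: temperature-sensitive mutant grown at 25 °C; plate controls were DMSO-treated mutant yeast for no effect and medium wells lacking yeast for full effect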
# XBP1 UPR activ: activators of adaptive arm of unfolded protein response (XBP1). CHO-XBP1 luciferase reporter, IRE1-XBP1 UPR activation, luminescence; percent of tunicamycin response, DMSO as zero. activation, % at 20 µM. AID 463104. 0.33% of 330,000 active;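 active = versus positive control, 20 µM dose yields 30% or more activation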;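 also: 100% = tunicamycin at 10 µg/mL and 0% = DMSO only wells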
#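 Test system: CHO-XBP1 luciferase reporter cells | Buffer or medium: Serum-containing F12 medium, 10% FBS | Schedule: 6 h compound exposure at 37 °C, 5% CO2 | Detection: Steady-Glo luciferase glow luminescence, 10 min after reagent addition | Read-out basis: Activation, % of tunicamycin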
# APJ ag: agonists of human APJ apelin receptor. 0.11% of 330,000 active. activation, % at 20 µM. CHO-K1 APJ PathHunter beta-arrestin, luminescence; 0% DMSO wells, 100% apelin;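 active = activation more than six SD over the plate average, tested at 20 µM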;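 also: 0% = DMSO alone and 100% = apelin-13 at 10 nM; some results filed as inactive read as strong as hits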
#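 assay system = CHO-K1 APJ beta-arrestin complementation cell line | input = cell density 1000 per well | dosing = compound 20 µM once, DMSO 1% | timing = compound 90 min 25 °C, reagent 1 h | measured by = luminescence from split beta-galactosidase complementation, Galacton Star/Emerald II substrate | read-out basis = APJ agonist activity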
# 697 NFkB inh: inhibitors of the PMA/ionomycin-induced NF-kB reporter in 697 B cells | 697 B-cell NF-kB luciferase reporter, 16 h | 0.33% of 330,000 active | inhibition, % at 4 µM | AID 435022; in the data active = inhibition above about 35%
# Jurkat NFkB inh: inhibitors of the PMA/ionomycin-induced NF-kB reporter in Jurkat cells; PMA/ionomycin-induced NF-kB luciferase reporter, luminescence; inhibition, % at 4 µM; 0.53% of 330,000 active; in the data active = inhibition above about 50%
# * hit, by the source's call.
# Results follow in this order: tim23-1 inh	XBP1 UPR activ	APJ ag	Jurkat NFkB inh	697 NFkB inh	Mdm2 MdmX PPI	UPR CHOP act	APJ antag
CCc1cc(C(=O)Nc2cc(S(=O)(=O)N(CC)CC)ccc2N2CCOCC2)sc1C
  32	-1	3	-9	-5	31	2.7	25
O=C(O)CSc1nc2ccccc2n1C1CCCCC1
  3	0	0	-8	-5	18	0.9	16
COc1cc(OC)c(OC)cc1CN1CCCC(C(=O)c2ccc3c(c2)OCO3)C1 (configuration not stated)
  5	-4	0	-3	-4	-39	-1.0	7
Cn1nc(-c2ccc(C(=O)NCC3CCCO3)cc2)c2ccccc2c1=O (configuration not stated)
  6	-1	-5	5	23	22	2.4	-5
FC(F)(F)c1nnc(Nc2ccc(Cl)cc2)s1
  20	2	-2	-7	-1	27	0.0	-8
Cc1ccc(C(=O)NCCCN2CCOCC2)cc1Cl
  8	1	-1	-13	-9	-5	1.6	12
COc1cccc(/C=N/Nc2ncnc3scc(-c4ccccc4)c23)c1OC
  38	10	-1	-3	-6	36	2.1	-13
COCCn1cnnc1SCC(=O)Nc1ccc(Br)cc1F
  11	-1	-1	-8	7	8	-2.2	-10
COc1ccc(NC(=O)CSc2nc3sc(C)cc3c(=O)n2C)c(OC)c1
  3	-1	3	10	-27	32	0.7	-7
Oc1ccc(-c2nnc(SCc3ccccc3)o2)cc1
  33	5	-2	-49	-89	-53	2.6	2
CCOc1ccc(-n2nnnc2SCC(=O)Nc2cccc(O)c2)cc1
  24	-3	3	-10	-51	-9	-0.1	9
O=C(Nc1ccc(Oc2cccc(C(F)(F)F)c2)nc1)c1ccccc1
  13	-2	-1	6	-30	27	-1.9	14
O=C(CCN1c2ccccc2Sc2ccccc21)Oc1ccccc1
  12	-2	0	38	-42	7	3.1	13
COc1ccc(-c2cc(C(F)F)n3ncc(C(=O)N4CCc5ccccc5C4)c3n2)cc1
  33	38*	-1	-3	7	45	-1.1	15
Cc1cc(=O)n2[nH]cc(C(=O)O)c2n1
  3	0	3	6	14	19	1.2	14

# Eleven structures already listed, sorted by heavy-atom count, low to high:
# Results follow in this order: tim23-1 inh	XBP1 UPR activ	APJ ag	Jurkat NFkB inh	697 NFkB inh	Mdm2 MdmX PPI	UPR CHOP act	APJ antag
Cc1cc(=O)n2[nH]cc(C(=O)O)c2n1
  3	0	3	6	14	19	1.2	14
FC(F)(F)c1nnc(Nc2ccc(Cl)cc2)s1
  20	2	-2	-7	-1	27	0.0	-8
Cc1ccc(C(=O)NCCCN2CCOCC2)cc1Cl
  8	1	-1	-13	-9	-5	1.6	12
COCCn1cnnc1SCC(=O)Nc1ccc(Br)cc1F
  11	-1	-1	-8	7	8	-2.2	-10
O=C(CCN1c2ccccc2Sc2ccccc21)Oc1ccccc1
  12	-2	0	38	-42	7	3.1	13
CCOc1ccc(-n2nnnc2SCC(=O)Nc2cccc(O)c2)cc1
  24	-3	3	-10	-51	-9	-0.1	9
COc1ccc(NC(=O)CSc2nc3sc(C)cc3c(=O)n2C)c(OC)c1
  3	-1	3	10	-27	32	0.7	-7
COc1cccc(/C=N/Nc2ncnc3scc(-c4ccccc4)c23)c1OC
  38	10	-1	-3	-6	36	2.1	-13
COc1cc(OC)c(OC)cc1CN1CCCC(C(=O)c2ccc3c(c2)OCO3)C1 (configuration not stated)
  5	-4	0	-3	-4	-39	-1.0	7
CCc1cc(C(=O)Nc2cc(S(=O)(=O)N(CC)CC)ccc2N2CCOCC2)sc1C
  32	-1	3	-9	-5	31	2.7	25
COc1ccc(-c2cc(C(F)F)n3ncc(C(=O)N4CCc5ccccc5C4)c3n2)cc1
  33	38*	-1	-3	7	45	-1.1	15

# (further entries)
# Results follow in this order: tim23-1 inh	XBP1 UPR activ	APJ ag	Jurkat NFkB inh	697 NFkB inh	Mdm2 MdmX PPI	UPR CHOP act	APJ antag
Cc1ccc(N(C)C(=O)c2cnn(-c3ccccc3)c2C)c(C)c1
  29	-2	-2	6	-12	-4	1.8	-30
CCOC(=O)Cc1csc(NC(=O)CSc2nc(N)c3c(C)c(C)sc3n2)n1
  4	3	0	1	-3	19	-2.8	-7
O=C(/C=C/c1ccccc1)NC(N1CCOCC1)C(Cl)(Cl)Cl (configuration not stated)
  37	3	-1	3	-7	-1	0.6	2
COc1cccc(CNC(=O)CCC2CCCN(C(=O)c3ccc(C)nc3)C2)c1 (configuration not stated)
  13	-1	-4	-9	0	7	3.7	-33
O=C(NC1CC1)c1ccc(S(=O)(=O)NCC2CCCCC2)cc1
  -6	-1	3	19	-7	16	-0.6	-9
COc1ccc(CC(=O)NNC(=O)c2ccccn2)cc1
  -4	-4	6	-1	-14	-4	2.0	-24
O=C(CNc1cccc([N+](=O)[O-])c1)NC(=O)NC1CCCCC1
  13	3	-4	-14	-9	3	0.4	-1
c1ccc2oc(NC3=NCN(C4CCCCC4)CN3)nc2c1
  7	4	-5	-86	-82	-43	6.6	7
CN1C(=O)c2c(sc3c2CCCC3)NC1c1ccccc1O (configuration not stated)
  27	3	1	-19	-43	-13	2.4	-16
Cc1ccc(C2=NS(=O)(=O)N(C)C(C(=O)NC3CCCCC3)=C2)cc1
  16	-3	2	-5	-11	10	-0.4	13
O=C(c1cc(-c2ccncc2)nc2ccccc12)N1CCN(Cc2ccccc2)CC1
  26	-1	15	-27	-41	-10	-0.1	-9
FC(F)(F)c1cccc(NC(=S)NCc2ccccn2)c1
  33	0	-1	20	-45	-21	0.0	-5
COc1ccccc1NC(=O)N1CCCC1C(=O)Nc1ccc(NC(C)=O)cc1 (configuration not stated)
  2	1	-9	7	5	2	1.5	-20
COc1ccccc1CCNC(=O)c1cc(-c2ccccn2)nc2ccc(Br)cc12
  4	-1	-5	6	3	9	1.0	6
CC(C)CCNC(=O)c1cc(-c2cccs2)nc2ccccc12
  33	-7	6	-39	-2	-18	-0.5	1

# Next entries:
# Results follow in this order: tim23-1 inh	XBP1 UPR activ	APJ ag	Jurkat NFkB inh	697 NFkB inh	Mdm2 MdmX PPI	UPR CHOP act	APJ antag
COc1cc2c(cc1OC)CN(C1CCCN(Cc3cccc(C(C)=O)c3)C1)CC2 (configuration not stated)
  8	0	-4	6	4	-30	2.5	-12
CC1CC(C)CN(C(=O)COC(=O)c2cccc(S(=O)(=O)N(C)c3ccccc3)c2)C1 (configuration not stated)
  18	-2	-4	-11	2	-4	0.4	-6
Cc1cnn(-c2cc(N/N=C/c3ccccc3)ncn2)c1
  -15	7	5	-33	-11	5	1.2	-9
O=S(=O)(c1ccc(NC(=S)NCc2ccc(F)cc2)cc1)N1CCOCC1
  5	-3	-5	4	-7	18	0.8	6
C#CCOCCOCCOCCNc1nc(N2CCOCC2)nc(N2CCN(C(=O)[C@H]([C@@H](C)CC)n3cc(CCCN=C(N)N)nn3)CC2)n1
  8	1	-1	-4	-4	-17	-0.5	11
COc1nc(N(C)C)nc(-n2nnc(C(C)=O)c2C)n1
  9	1	3	13	1	17	3.4	-5
CC(C)CCNC(=O)NC(=O)CSc1nnc(COc2ccccc2Cl)o1
  -15	-1	-5	-18	-11	9	-2.1	6
CN(Cc1ccco1)Cc1ccc(O)c2ncccc12
  -5	1	-4	5	-5	18	0.3	-4
Cc1cc(NC(=O)c2ccccc2F)n(C(C)(C)C)n1
  11	1	-3	5	-13	3	-1.2	18
Cc1cc2ccccn2c1C(=O)c1ccc([N+](=O)[O-])o1
  0	1	7	20	33	64*	13	-104
O=C1c2ccc(Oc3cccc([N+](=O)[O-])c3)cc2C(=O)N1c1ccccn1
  52*	-1	3	1	-1	14	-1.2	13
CCOC(=O)C1CCN(C(=O)CCN2C(=O)C3C4C=CC(C4)C3C2=O)CC1 (configuration not stated)
  15	-1	-4	1	9	15	-0.1	-17
O=C(CN1C(=O)COc2ccccc21)NCCN1CCC(Cc2ccccc2)CC1
  4	0	-5	11	25	-4	1.0	7
O=C(CC1CCCCC1)N1CCCC(c2nc(-c3ccc(S(=O)(=O)N4CCCC4)cc3)no2)C1 (configuration not stated)
  41	-2	2	-15	-4	25	-0.2	19
COc1cc(C(=S)N(C)C)ccc1O
  0	-1	-2	8	8	23	3.2	14

# Entries of single compounds, quoted from the list. Order of screens: tim23-1 inh, XBP1 UPR activ, APJ ag, Jurkat NFkB inh, 697 NFkB inh, Mdm2 MdmX PPI, UPR CHOP act, APJ antag
# Shown for O=C(CN1C(=O)COc2ccccc21)NCCN1CCC(Cc2ccccc2)CC1 = 4, 0, -5, 11, 25, -4, 1.0, 7
# Shown for O=C1c2ccc(Oc3cccc([N+](=O)[O-])c3)cc2C(=O)N1c1ccccn1 = 52*, -1, 3, 1, -1, 14, -1.2, 13

# Later entries.
# Results follow in this order: tim23-1 inh	XBP1 UPR activ	APJ ag	Jurkat NFkB inh	697 NFkB inh	Mdm2 MdmX PPI	UPR CHOP act	APJ antag
Cc1cc2oc(C(=O)NCCc3ccc(S(N)(=O)=O)cc3)cc(=O)c2cc1C
  -10	3	-2	7	13	21	-0.8	3
Cn1c(SCC#N)nc2ccccc2c1=O
  13	1	-3	4	15	-33	-1.0	-12
COc1ccc(/C=C2\SC(=O)N(CC(=O)Nc3ccccc3O)C2=O)cc1OC
  -2	0	-2	-7	12	-3	-0.1	8
O=C(OCCN1C(=O)c2ccccc2C1=O)c1cc(S(=O)(=O)N2CCOCC2)ccc1F
  29	0	-2	2	15	3	2.4	6
CNC(=O)CSc1nc2nn(-c3ccccc3)c(=O)c-2c2n1CCCCC2
  2	0	0	-1	35*	25	-1.8	3
Cc1ccc(C(C)C)c(OCC(O)CN2CCN(CCO)CC2)c1 (configuration not stated)
  4	-2	-3	-24	1	19	-4.2	-5
Cc1cccc(C(=O)NNC(=O)c2c(-c3ccccc3Cl)noc2C)c1O
  8	-4	0	4	4	42	0.8	14
COCCCn1c(SCC(=O)Nc2ccc(C(C)=O)cc2)nc2ccccc2c1=O
  22	10	1	-40	-40	-24	8.1	-8
COc1ccc(/C=C/C(=O)NC(C)CCc2ccccc2)cc1 (configuration not stated)
  23	-4	-3	-5	-10	13	0.5	11
C#CCOCCOCCOCCNc1nc(N2CCN(C(=O)[C@H](CCC(=O)O)n3cc(C(N)CC(C)C)nn3)CC2)nc(N2CCN(C(=O)[C@H](Cc3cc4ccccc4[nH]3)n3cc(C(N)[C@H](C)CC)nn3)CC2)n1 (some centres not stated)
  12	0	-4	1	6	-10	1.3	12
CCOc1cccc(/C=N/NC(=O)c2ccc3c(c2)OCCO3)c1O
  26	3	2	18	-52	56*	4.6	2
CC(C)c1c(C(=O)N/N=C/c2ccc(OCc3ccccc3)cc2)nnn1-c1nonc1N
  10	4	6	-64	-26	34	5.2	-1
CCCN1CC(=O)N2Cc3[nH]c4ccccc4c3C[C@H]2C1=O
  18	0	-4	-6	-11	-35	0.0	9
Cc1ccc(S(=O)(=O)N2CCOCC2)cc1NC(=O)CSc1n[nH]c(N)n1
  -11	0	-1	9	-11	12	-1.7	-5
COc1cc2ncnc(NCc3ccc(Cl)cc3)c2cc1OC
  -15	-5	-2	0	8	28	3.0	17

# Rows were taken by chance, and some 5% of all compounds hit somewhere here.
